Screens as filed in PubChem.
RPL19A TOR yeast = alters RPL19A-GFP fluorescence in TOR pathway yeast screen; percent response vs DMSO, % at 10 µM; S. cerevisiae RPL19A-GFP strain, flow cytometry, 3 h; hits give low values; 330,000 compounds, 0.3% hits;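 active = percent response vs DMSO below 50%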;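 also: median channel GFP fluorescence of the barcoded RPL19A-GFP strain; ratio of sample median GFP to plate DMSO average so 100% = DMSO; lower means less RPL19A-GFP as with rapamycin TOR inhibition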
Yeast superoxide = lowers age-related superoxide in aged yeast cells. 330,000 compounds, 0.18% hits. superoxide response (% of plate mean), % at 10 µM. S. cerevisiae aged cells, superoxide DHE fluorescence; hits give low values. AID 2690;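 active = superoxide response under a set limit, about three screen SD below normal, cut at about 65% in these data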;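 also: yeast aged for seven days with compound at 30 °C before DHE staining; 100% = average MFI of all compound-treated wells on the plate with controls excluded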
proCasp3 act = activators of human procaspase-3 | recombinant procaspase-3 D3A, Ac-DEVD-pNA absorbance 405 nm | activation, % at 8.5 µM | 330,000 compounds, 0.11% hits | AID 463141;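 active = activation above the mean of all tested compounds plus 3 SD, cut at about 21% in these data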;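 also: 0% = DMSO alone and 100% = DMSO wells spiked with extra 5 µM PC-3 D3A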
Target sequence (P42574 whole entry D9A/D28A/D175A): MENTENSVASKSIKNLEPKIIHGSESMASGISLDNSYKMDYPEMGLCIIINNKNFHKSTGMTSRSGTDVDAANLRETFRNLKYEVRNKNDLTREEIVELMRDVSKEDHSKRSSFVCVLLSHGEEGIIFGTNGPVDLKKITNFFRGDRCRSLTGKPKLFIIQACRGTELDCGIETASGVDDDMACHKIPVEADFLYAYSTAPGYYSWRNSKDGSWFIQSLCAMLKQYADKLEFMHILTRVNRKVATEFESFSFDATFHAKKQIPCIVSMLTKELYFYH
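Assay system: Autoprocessing-dead procaspase-3 D3A mutant enzyme; also added: Ac-DEVD-pNA; doses: one concentration, 8.5 µM nominal, 0.8% DMSO; times: 1 h compound preincubation, 2 h substrate hydrolysis at 25 °C; technique: 405 nm absorbance of p-nitroaniline, reads at 0 and 120 min; measure: % activation between DMSO and enzyme-spiked controls; repeats: single replicate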
GASC-1 inh = blocks human GASC-1 demethylase activity. Q9H3R0. GST-JMJD2C(1-420) H3K9me3 demethylation, DELFIA europium. inhibition, % at 2.35 µM. 330,000 compounds, 0.069% hits. AID 2099;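 active = more than half of a compound's replicate wells show inhibition beyond 50%, single wells judged on their own value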;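 also: signal counts dimethyl H3K9 product captured on neutravidin plate; 0% = median of DMSO wells and 100% = 0.3 times that DMSO median; strong numbers were not always called active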
proCasp7 act = counter-screen: procaspase-7 (human) activation | recombinant procaspase-7, Ac-DEVD-pNA absorbance 405 nm; D23A/D198A/D206A triple mutant, cannot self-cleave; scale: DMSO 0, 5 µM enzyme 100 | activation, % at 8.5 µM | 330,000 compounds, 0.093% hits;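 active = percent activation above the screen-wide mean plus 3 SD, cut at about 25% in these data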
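signal = Epi-absorbance of released pNA at 405 nm, two timepoints | assay system = Uncleavable procaspase-7 mutant enzyme | reagent = Ac-DEVD-pNA substrate, 400 µM as added | times = 1 h enzyme–compound preincubation and 2 h substrate reaction, both 25 °C | benchmarks = low DMSO alone, high DMSO plus 5 µM PC-7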
MEP2 TOR yeast = yeast TOR pathway MEP2-GFP modulation. S. cerevisiae MEP2-GFP strain, flow cytometry GFP, 3 h; 100% = DMSO control level. GFP response vs DMSO, % at 10 µM. 330,000 compounds, 0.51% hits. AID 2016;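 active = GFP response versus DMSO above a set limit, roughly screen mean plus 3 SD, cut at about 180% in these data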;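 also: median GFP fluorescence of the barcode-gated MEP2-GFP cells per well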
AHR act = human AHR activation; activation, % at 5 µM; AHR-responsive luciferase reporter cells, luminescence; 320,000 compounds, 2.5% hits; in the data active = activation above about 47%;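 also: 0% = vehicle wells and 100% = reference agonist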
Target sequence (P35869 whole entry, looked up): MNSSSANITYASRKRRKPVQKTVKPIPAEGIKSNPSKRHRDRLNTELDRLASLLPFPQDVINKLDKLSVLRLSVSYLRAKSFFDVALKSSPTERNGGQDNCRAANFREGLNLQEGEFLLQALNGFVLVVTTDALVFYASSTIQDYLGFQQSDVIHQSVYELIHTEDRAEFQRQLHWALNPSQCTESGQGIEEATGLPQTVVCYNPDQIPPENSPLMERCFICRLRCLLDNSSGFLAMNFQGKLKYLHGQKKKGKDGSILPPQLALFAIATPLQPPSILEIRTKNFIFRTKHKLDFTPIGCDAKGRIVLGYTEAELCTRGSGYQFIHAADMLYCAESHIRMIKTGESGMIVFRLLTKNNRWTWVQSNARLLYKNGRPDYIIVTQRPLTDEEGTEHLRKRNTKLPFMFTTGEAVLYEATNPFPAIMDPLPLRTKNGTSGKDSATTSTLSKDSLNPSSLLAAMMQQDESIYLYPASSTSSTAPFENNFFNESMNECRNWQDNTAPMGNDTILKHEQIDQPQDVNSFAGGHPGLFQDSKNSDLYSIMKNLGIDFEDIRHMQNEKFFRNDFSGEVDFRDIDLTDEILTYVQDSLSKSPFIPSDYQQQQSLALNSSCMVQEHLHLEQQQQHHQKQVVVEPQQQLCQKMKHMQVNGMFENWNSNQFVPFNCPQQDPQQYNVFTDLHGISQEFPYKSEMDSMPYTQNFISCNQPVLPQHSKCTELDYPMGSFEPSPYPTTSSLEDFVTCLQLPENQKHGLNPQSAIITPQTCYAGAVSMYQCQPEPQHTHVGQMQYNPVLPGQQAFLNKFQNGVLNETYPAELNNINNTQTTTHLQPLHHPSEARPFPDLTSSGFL
LAP4-GFP MLPCN = yeast TOR pathway LAP4-GFP modulation; AID 2023; S. cerevisiae LAP4-GFP multiplex, flow cytometry GFP, 3 h; median GFP as percent of DMSO wells; 320,000 compounds, 0.34% hits; GFP response vs DMSO, % at 10 µM;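 active = GFP response vs DMSO above a set limit, about the screen mean plus 3 SD, cut at about 150% in these data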
Numbers without * were called inactive; . = not tested or not shown; [ ] = dose if it differs, or a comment. Not a hit list (roughly 3.8% active in at least one column).

Start of the data: the first 2 compounds as a preview:
SMILES	RPL19A TOR yeast	Yeast superoxide	proCasp3 act	GASC-1 inh	proCasp7 act	MEP2 TOR yeast	AHR act	LAP4-GFP MLPCN
CC(NS(=O)(=O)c1ccc(CCC(=O)NCc2cccnc2)cc1)c1ccccc1 (stereo unspecified)	92	82	0	-2	0	88	0	96
CC1(C)CC(=O)C(CO)=C(c2cccc3ccccc23)C1=O	95	89	6	5	-9	91	3	105

The list itself, from the first entry:
SMILES	RPL19A TOR yeast	Yeast superoxide	proCasp3 act	GASC-1 inh	proCasp7 act	MEP2 TOR yeast	AHR act	LAP4-GFP MLPCN
CC(NS(=O)(=O)c1ccc(CCC(=O)NCc2cccnc2)cc1)c1ccccc1 (stereo unspecified)	92	82	0	-2	0	88	0	96
CC1(C)CC(=O)C(CO)=C(c2cccc3ccccc23)C1=O	95	89	6	5	-9	91	3	105
Oc1ccccc1C(=S)N1CCCC1	94	97	-7	12	-1	104	2	91
CC1Cc2nc(SCC(=O)N3CCOCC3)n(C)c(=O)c2S1 (stereo unspecified)	93	118	-2	8	5	95	3	90
CCC(=O)N1CCN(c2ccc(NC(=O)c3ccc(N4CCOCC4)c([N+](=O)[O-])c3)cc2)CC1	102[may fluoresce green]	104	-3	-8	6	133[may fluoresce green]	1	111[may fluoresce green]
Cc1cc(-c2ccccc2)n(-c2ccc(C(=O)NC(C)C)cc2)n1	101	108	5	2	-3	103	-10	105
CCN1CCN(c2ccc(NC(=O)c3ccc(OC)c(S(=O)(=O)N4CCCC4)c3)cc2)CC1	109	111	-3	12	3	105	2	110
Cc1ccc2nc(N(CCN3CCOCC3)C(=O)CCS(=O)(=O)c3ccccc3)sc2c1	96	107	7	-2	-7	96	35	119
Cc1noc(C)c1C(=O)Nc1sccc1C(N)=O	90	102	5	5	7	92	2	86
CCC(=O)NCc1cc(-c2nn(C)c(=O)c3ccccc23)ccc1OC	97	96	3	-3	7	94	4	105
O=C(NC1CCCCC1)c1cc([N+](=O)[O-])ccc1N1CCCC1	102	96	-9	8	-9	94	2	93
O=C(/C=C/c1ccc(Cl)cc1Cl)Nc1ccncc1	98	104	12	-1	6	101	1	98
COc1cccc(CN2C(=O)c3ccccc3S2(=O)=O)c1	98	97	7	-2	0	97	0	76
Cc1cc(C)c2nc(NC(=O)C3CC(=O)N(Cc4ccco4)C3)sc2c1 (stereo unspecified)	104	116	-9	.	2	108	26	98
Cc1ccc(/C=C/C(=O)Nc2nnc(C)s2)o1	105	96	6	8	-5	109	26	101
Cc1ccc(NC(=O)C2(NC(=O)c3ccccn3)CCCCC2)cc1Br	105	99	5	-12	3	103	10	103
Cc1c(C(=O)N2CCC(C(N)=O)CC2)sc(N)c1C#N	97	107	-7	-6	0	94	-1	101
Cc1cc(C(=O)NC(C)c2ccccc2)c2cc(F)ccc2n1 (stereo unspecified)	93	93	11	7	4	91	0	119
CCCCn1cc(C(C)(C)C)c(C#N)c1NC(C)=O	102	96	2	-2	3	113	0	99
Cc1ccc(-n2nnnc2SCC(=O)Nc2ccccc2-c2ccccc2)cc1C	101	97	-1	2	-6	99	-4	92
CC(C)CNC(=S)N(CCCO)Cc1cc2cc3c(cc2[nH]c1=O)OCO3	100	93	1	-18	-3	107	92*	96
N#Cc1cn(CC(=O)N2CCCc3ccccc32)c2ccccc12	89	99	4	6	2	92	10	90
CC(=O)Nc1ccc(N(C(=O)c2ccco2)C(C(=O)NC2CCCC2)c2ccncc2)cc1 (stereo unspecified)	103	129	3	-12	2	102	-1	99
c1ccc(-c2nc3ccccc3[nH]2)nc1	97	89	-5	-1	-2	88	17	85
C=C(C)C1CCC(C)=C1CC(C)(C)/C=N\n1cnnc1 (stereo unspecified)	96	91	4	2	-4	107	2	96
Cc1ccc(S(=O)(=O)Cc2cc(-c3ccc(Cl)cc3)no2)cc1	100	92	5	-1	4	97	-3	119
CC(Oc1ccccc1)C(=O)Nc1oc(-c2ccco2)c(-c2ccco2)c1C#N (stereo unspecified)	109	93	1	-4	-14	107	9	94
CN1CCC(NC(=O)Nc2cccc(C(F)(F)F)c2)CC1	94	87	11	0	7	94	3	99
CCCn1nc(C(=O)NNC(=O)CCOc2ccccc2OCC)c2ccccc2c1=O	79	89	-11	0	4	89	-1	217*
C=CCn1cc(C(=O)N2CCc3ccccc3C2)c(=O)c2cc(S(=O)(=O)N(CC)CC)ccc21	97	88	-4	-2	-4	103	6	99

3 of the entries above in order of their number in MEP2 TOR yeast, highest first.
structure | MEP2 TOR yeast
C=C(C)C1CCC(C)=C1CC(C)(C)/C=N\n1cnnc1 (stereo unspecified) | 107
C=CCn1cc(C(=O)N2CCc3ccccc3C2)c(=O)c2cc(S(=O)(=O)N(CC)CC)ccc21 | 103
N#Cc1cn(CC(=O)N2CCCc3ccccc32)c2ccccc12 | 92

(list continues)
SMILES	RPL19A TOR yeast	Yeast superoxide	proCasp3 act	GASC-1 inh	proCasp7 act	MEP2 TOR yeast	AHR act	LAP4-GFP MLPCN
COc1ccc(-c2cc(=O)c3ccccc3s2)cc1	83	89	0	4	0	89	94*	148
CCCCOc1ccc(C(=O)N/C(=C\c2cccc([N+](=O)[O-])c2)C(=O)OCc2ccco2)cc1	100	76	5	7	5	98	-1	96
CSCCC(NC(=O)c1ccc(Cl)cc1)C(=O)OCC(=O)N1CCCC1=O (stereo unspecified)	103	91	9	1	-4	106	-3	116
COc1ccc(S(=O)(=O)N2CCOCC2)cc1NC(=O)CN(C)CC(=O)Nc1cccc(F)c1	97	112	4	5	-9	96	-1	100
COc1ccc(C2C(C(=O)c3ccccc3)=C(C)Nc3nc4ccccc4n32)cc1OC (stereo unspecified)	102	101	1	4	8	105	5	94
COc1ccc(N2CCN(C(=O)c3ccc(CNS(=O)(=O)c4cccc(OC)c4)cc3)CC2)cc1	98	89	5	2	-7	101	2	106
COc1ccc(NC2=C(C(C)=O)C(c3ccc4c(c3)OCO4)C(C(C)=O)C(C)(O)C2)cc1 (stereo unspecified)	99	95	7	-5	-2	102	36	104
C=CCn1c(SCC(=O)NCC2CCCO2)nc2scc(-c3ccc(OC)cc3)c2c1=O (stereo unspecified)	101	103	6	-3	6	106	1	96
CCn1c2ccccc2c2cc(NC(=O)c3ccc(C)c([N+](=O)[O-])c3)ccc21	106	106	1	-7	9	104	19	97
Cc1cc(C)cc(OC(=O)c2cccnc2)c1	106	105	7	-1	5	108	1	90
COc1ccc(-c2nnc(-c3ccccc3)o2)cc1OC	104	105	3	5	0	108	9	116
NC(=O)NOCc1ncc(C(F)(F)F)cc1Cl	99	96	4	3	1	96	2	93
Cc1onc(-c2c(Cl)cccc2Cl)c1C(=O)Nn1cnnc1	98	110	4	-1	-10	103	1	94
Cc1cc(NC(=O)Nc2cccc([N+](=O)[O-])c2)no1	99	99	-1	-7	11	103	7	89
CCC(=O)Nc1c(C(=O)Nc2ccc3c(c2)OCCO3)oc2ccccc12	90	109	0	3	5	101	87*	112
Oc1ccc(N=Nc2ccccc2)cc1	94	85	1	-12	3	102	-1	116
CNC(=O)C12CC3CC(C1)CC(c1ccc(C)cc1)(C3)C2	105	102	2	5	19	110	5	88
O=C(c1ccc(COc2ccccc2Br)o1)N1N=C(C(F)F)CC1(O)C(F)F (stereo unspecified)	104	115	-4	1	2	104	8	92
Cc1cccc(C(=O)Nc2cc(Cl)ccc2-n2cncn2)c1[N+](=O)[O-]	93	98	1	-2	-6	99	14	111
O=[N+]([O-])c1ccc(Cl)c(S(=O)(=O)Nc2ccc3cn[nH]c3c2)c1	100	123	2	-2	1	93	13	94
COCCNC(=O)COc1ccc(Br)cc1Cl	.	98	3	3	10	109	15	108
NC(=O)COC(=O)CCSc1ccc(Cl)cc1	105	91	-8	3	1	98	-1	105
CC(C)CCn1c(COc2ccccc2)n[nH]c1=S	96	90	-5	17	-34	106	3	112
CN(Cc1ccccc1)C(=O)COC(=O)Cc1ccc(Cl)cc1	99	99	-2	2	16	105	-1	103
Cc1ccsc1C1C(C#N)=C(N)OC2=C1C(=O)CC(C)(C)C2 (stereo unspecified)	103	104	10	4	0	102	0	115
O=S(=O)(c1cnc[nH]1)N1CCN(C(c2ccc(F)cc2)c2ccc(F)cc2)CC1	99	86	11	-5	5	102	1	97
c1cc2c(cc1CN1CCOCC1)OCO2	97	103	-1	15	15	99	-1	93
Cc1ccc(S(=O)(=O)CCC(=O)Nc2nccs2)cc1	97	101	4	-1	3	103	1	99
Cc1nc(S/C(=C/c2ccc(-c3cc(Cl)ccc3C)o2)C(=O)O)n[nH]1	101	93	-16	-16	-6	107	16	103
CC1CCN(S(=O)(=O)c2ccc(NC(=O)CCN3C(=O)C4CC=CCC4C3=O)cc2)CC1 (stereo unspecified)	96	99	-10	.	4	98	10	103
Cc1ccc(NC(=S)NCc2ccc(S(N)(=O)=O)cc2)cc1Cl	102	95	-6	-2	2	99	0	94
O=C(COC(=O)c1ccco1)Nc1ccccc1	107	91	1	13	-10	117	-1	121
O=C(CN1CCN(Cc2ccccc2)CC1)Nc1cccc(C(F)(F)F)c1	101	92	3	2	4	105	-1	85
Cc1nn(C)cc1/C=N/NC(=O)Cn1nccc1C	100	100	8	0	10	92	2	78
Nc1ccc2nc(-c3ccccn3)[nH]c2c1	94	88	2	3	-5	95	39	92
COc1ccc2nc(N3C(=O)CC(Cc4ccc(Cl)cc4)C3=O)sc2c1 (stereo unspecified)	97	98	15	3	2	95	1	94
CC(OC(=O)c1ccco1)C(=O)Nc1ccc(Cl)cn1 (stereo unspecified)	100	121	1	-7	0	110	10	100
Nc1nnc(SCC(=O)Nc2ccccc2N2CCOCC2)s1	99	106	5	-3	19	99	2	101
COc1ccc(CCC(=O)NNC(=O)c2cc(Cl)ccc2OC)cc1OC	96	88	-2	-2	6	112	5	100
Cc1ccc(-c2c(C)n([O-])c3c([n+]2=O)CCC3)cc1	110	99	-5	-11	3	105	0	98
O=C(NCc1ccccc1)c1ccc(F)c(S(=O)(=O)N2CCOCC2)c1	103	111	0	6	1	92	0	102
Nc1ccc(N2CCCCC2)cc1N1CCCCC1	96	114	1	-7	-6	101	0	100
CN1CCN(c2ccc(NC(=O)CSc3nnnn3-c3ccccc3Cl)cc2)CC1	98	85	1	4	-2	102	16	87
Cc1ccc(Sc2ncnc3onc(C)c23)cc1	101	117	-9	-4	-7	100	-3	130
O=C(O)c1cccc(S(=O)(=O)N(Cc2ccccc2)c2ccccc2)c1	95	87	1	-3	11	96	1	95
CCN(CC)C(=O)CCc1nnc(CCc2c[nH]c3ccccc23)o1	99	82	9	7	-5	92	3	97
O=C(COc1ccc(Br)cc1)N1CCCCCC1	100	107	1	-5	12	105	0	109
CCc1cccc2c(C(=O)C(NCCCOC)c3ccccc3)c[nH]c12 (stereo unspecified)	90	102	-2	15	-5	76	7	101
Cc1cc(C(=O)N/N=C/c2cccc3ccccc23)c(C)o1	101	88	2	-14	4	109	11	99
COc1ccc([N+](=O)[O-])cc1NC(=O)C(C)OC(=O)c1cccnc1 (stereo unspecified)	104	112	5	-23	1	105	7	96
COCCCN1C2=C(C(=O)CC(C)(C)C2)C(c2ccc(O)c(OC)c2)C2=C1CC(C)(C)CC2=O	101	106	2	0	1	105	-1	104
COc1ccc(CNCCC(c2ccc(F)cc2)c2ccc(OC)cc2)cc1 (stereo unspecified)	97	109	5	4	1	88	3	91
